Compound activity: PubChem, several laboratories
Vc quorum ag = inducers of Vibrio cholerae quorum light production without autoinducers. V. cholerae BH1578 lux reporter, luminescence, 6 h. activation, % at 18.7 µM. 350,000 compounds, 0.16% hits; in the data active = activation mostly above about 9.7%, no sharp cut-off; also: not every result past the cut was called active; inactives centre near 0; reference of the scale not given here
PrPC surface inh = inhibitors of human cell surface prion protein PrPC | P04156 | TR-FRET read-out | inhibition, % at 13.8 µM | 370,000 compounds, 0.43% hits | AID 720596; in the data active = inhibition above about 24%; also: 0% = median of the test wells and 100% = reference compound wells
TcdB GH inh = blocks C. difficile toxin B glycohydrolase activity | P18177 | TcdB glycohydrolase enzymatic assay, plate reader | inhibition, % at 9.99 µM | 350,000 compounds, 0.24% hits; in the data active = inhibition above about 10%
CCHF vOTU inh = blocks the CCHF virus ovarian tumor domain protease | 370,000 compounds, 0.55% hits | CCHFV vOTU protease, Pep-AMC fluorescence | inhibition, % at 11.5 µM | AID 651958; in the data active = inhibition above about 30%; also: 0% = vehicle wells with enzyme and 100% = no enzyme wells
Rv3671c inh = inhibitors of M. tuberculosis serine protease Rv3671c; P9WHR9; inhibition, % at 5.96 µM; 320,000 compounds, 0.048% hits; in the data active = inhibition above about 38%;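 also: extracellular domain of Rv3671c used as enzyme; 0% = enzyme with DMSO and 100% = no enzyme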
Target sequence (P9WHR9 whole entry, looked up, the tested form may be a part): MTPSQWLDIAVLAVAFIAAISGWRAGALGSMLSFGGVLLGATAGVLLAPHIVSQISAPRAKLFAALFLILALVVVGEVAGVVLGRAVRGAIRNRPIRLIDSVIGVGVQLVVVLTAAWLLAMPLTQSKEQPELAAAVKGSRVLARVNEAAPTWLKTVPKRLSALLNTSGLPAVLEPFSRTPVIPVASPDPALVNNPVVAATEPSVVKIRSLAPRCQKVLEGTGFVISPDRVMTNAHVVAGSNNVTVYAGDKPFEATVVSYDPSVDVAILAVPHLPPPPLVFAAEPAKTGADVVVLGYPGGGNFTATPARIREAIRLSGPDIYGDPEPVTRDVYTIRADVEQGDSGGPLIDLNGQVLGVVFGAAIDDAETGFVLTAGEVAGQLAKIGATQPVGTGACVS
SSB-PriA inh = blocks PriA binding to SSB C-terminal tail | AlphaScreen SSBct-PriA binding, biotinylated peptide | inhibition, % at 33 µM | 430,000 compounds, 0.6% hits; in the data active = inhibition mostly above about 37%, no sharp cut-off; inactive = mostly below about 20%;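 also: plate controls were negative control peptide for no effect and reference peptide for full effect; strong numbers were not always called active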
SARS 3CLpro inh = SARS-CoV 3CLpro protease inhibition | inhibition, % at 6 µM | recombinant SARS-CoV 3CLpro, quenched FRET peptide cleavage | AID 1706 | 290,000 compounds, 0.14% hits; in the data active = inhibition above about 12%
VHR inh abs = blocks human VHR1 dual specificity phosphatase; recombinant VHR phosphatase, pNPP absorbance; inhibition, % at 13.3 µM; 290,000 compounds, 0.52% hits; AID 1654; in the data active = inhibition above about 50%; also: some compounds called inactive have numbers as strong as hits
Target sequence (P51452 whole entry, looked up): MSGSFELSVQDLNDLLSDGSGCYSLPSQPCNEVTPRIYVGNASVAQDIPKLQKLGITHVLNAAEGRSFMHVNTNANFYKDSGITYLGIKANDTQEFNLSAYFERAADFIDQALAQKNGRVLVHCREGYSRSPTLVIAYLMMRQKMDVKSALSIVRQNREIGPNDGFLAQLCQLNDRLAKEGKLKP
MazF activator = MazEF (E. coli) toxin RNase activation; activation, % at 20 µM; P0AE70; 350,000 compounds, 0.32% hits; AID 504720; FAM/BHQ RNA-DNA oligo cleavage fluorescence, 5 h; in the data active = activation above about 50%
Target sequence (P0AE70 whole entry, looked up): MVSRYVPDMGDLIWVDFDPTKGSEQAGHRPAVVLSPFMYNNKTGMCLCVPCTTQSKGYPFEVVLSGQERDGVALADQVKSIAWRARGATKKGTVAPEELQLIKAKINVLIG
Yp Topo-I inh = Y. pestis Topo-I inhibition via cleavage products | 360,000 compounds, 0.064% hits | Y. pestis Topo-I cleavage product accumulation, plate reader | activity, % at 10 µM; in the data active = activity above about 50%, passing the limit was not always enough; also: inactives centre near 2
The depositor's hits bear a star; i = inactive; nt = not tested or not shown; & = joins results of further samples. Not all compounds are listed; the hit share may differ from the screen's.

SMILES	Vc quorum ag	PrPC surface inh	TcdB GH inh	CCHF vOTU inh	Rv3671c inh	SSB-PriA inh	SARS 3CLpro inh	VHR inh abs	MazF activator	Yp Topo-I inh
CCOC(=O)c1sc(-c2cccs2)nc1C	-0.6	3	0.5	7	1	-46	1	16	-5	3
NC(=O)c1cc2cc(Cl)ccc2oc1=O	-2.9	1	nt	-21	-6	-2	1	12	1	-5
CCc1ccc(CN2CCN(S(=O)(=O)Cc3ccccc3)CC2)cc1	-0.3	-1	nt	3	-6	-10	6	4	-3	43
O=S(=O)(NCCOc1ccccc1F)c1cccc(Br)c1	i	7	0.8	4	-7	-6	nt	nt	-7	26
O=C(O)c1ncn(Cc2ccccc2)c1C(=O)O	-0.2	-4	nt	-1	-6	32	2	0	7	0
N#Cc1cc(Oc2ccc3ccccc3c2)c(-n2nnc3ccccc32)cc1C#N	-0.8	-2	nt	-6	-4	-7	0	3	-33	0
C=CCn1cccc(C(=O)Nc2ccc(SC)cc2)c1=O	i	-16	0.3	-8	-2	-10	-1	5	5	10
O=c1c2c(nc3n1CCCCC3)sc1c(O)cccc12	i	3	nt	0	-15	2	-3	32	3	-14
CCOc1ccc(NC(=O)CCN2CCN(c3ccccc3OC)CC2)cc1	-5.0	-8	nt	7	2	-17	-5	0	-6	-12
CCCCCSc1nnc(-c2ccccc2N)c(=O)[nH]1	-0.2	2	-2.9	8	5	-11	1	12	-2	0
O=[N+]([O-])c1ccc(N/N=C/c2cccc(O)c2O)c(S(=O)(=O)N2CCOCC2)c1	i	-19	0.9	12	0	nt	5	-8	9	8
C/C(CC(C)C)=N\Oc1nc(C)cc(C)n1	i	11	-3.4	-6	4	nt	2	25	8	1
CCN(CC)CCCN1C=C2C(=O)C(C)(OC(=O)CCC(=O)OC)C(=O)C(Br)=C2C=C1c1ccc(OC)cc1 (configuration not stated)	0.6	-6	1.3	2	-8	-4	nt	nt	-49	11
O=c1c(-c2ccc(Br)cc2)[n+]([O-])c2ccccc2n1OCc1ccccn1	0.1	-1	-0.6	-6	-6	-12	3	31	4	-13
O=C(CCCc1cccs1)NCCc1c[nH]c2ccccc12	-0.2	-3	0.1	2	13	46*	4	-20	8	-1
COc1ccc(-n2nc(C(=O)NCC(=O)Nc3ccccn3)c3ccccc3c2=O)cc1Cl	1.2	3	nt	3	nt	-9	0	23	7	5
O=C(NCC1CCCO1)c1ccccc1NS(=O)(=O)c1cccs1 (configuration not stated)	-0.5	-3	-0.1	0	-1	-5	1	20	11	4
CCOC(=O)Cc1cc(=O)[nH]c(/N=C(/NC(=O)c2ccccc2)Nc2ccccc2C(F)(F)F)n1	-0.4	-6	nt	2	-3	nt	4	24	4	-5
CC(=O)N1N=C(c2cccc(O)c2)CC1c1cccs1 (configuration not stated)	i	1	0.6	2	nt	-4	5	5	0	-6
CCn1cc(C(=O)NCCCN2CC(C)CC(C)C2)c(=O)c2cc(S(=O)(=O)N(C)C)ccc21 (configuration not stated)	0.0	-3	1.4	10	-10	-8	2	34	6	-2
COc1ccc(NC(=O)C2CCN(S(=O)(=O)c3cccs3)CC2)cc1OC	i	14	-2.7	11	-6	-5	nt	nt	7	3
COc1ccccc1-n1c(SCC(N)=O)nnc1-c1ccc(S(=O)(=O)N2CCCCC2)cc1	-1.4	0	nt	16	-2	-3	2	15	7	22
CC(C)c1ccc(N(C(=O)c2snc(C(N)=O)c2N)C(C(=O)NCC2CCCO2)c2ccc(N(C)C)cc2)cc1 (configuration not stated)	i	-5	1.1	-4	nt	16	1	16	3	-14
Cc1oc(C)c2c(=O)ccc3c(c12)OC(N)=C(C#N)C3c1ccccc1Cl (configuration not stated)	i	-7	nt	8	-3	-1	-2	0	25	-8
CNS(=O)(=O)c1cccc(C(=O)OCC(=O)N(Cc2ccccc2)C(C)(C)C)c1	-0.2	0	-0.3	3	-8	-12	3	-19	-22	-9
C=CCn1c2ccccc2c2nnc(SCN3C(=O)c4ccccc4C3=O)nc21	0.1	-13	nt	5	-15	-16	3	27	-8	22
C[C@@H]1C[C@H]2[C@@H]3CCC4=CC(=O)C=C[C@]4(C)[C@@]3(F)[C@@H](O)C[C@]2(C)[C@@]1(O)C(=O)CO	-0.2&-0.3	2	1.3	-3	5&5	15	nt	nt	7&3	2&8
COc1cccc(NC(=O)c2ccc3nc(C)c(N(C)Cc4ccc(NC(C)=O)cc4)n3c2)c1	-0.1	-6	0.3	-13	nt	nt	nt	nt	nt	8
CN(C)CCCN1C(=O)C(=O)/C(=C(/O)c2ccncc2)C1c1cccnc1 (configuration not stated)	1.6	-8	nt	14	nt	nt	0	-4	4	5
COc1ccc(CN2CCc3ccc(NC(=O)CCc4ccccc4OC)cc3C2)c(O)c1	-0.3	-10	0.1	6	-14	8	2	1	0	4
COc1ccc(CCNC(=O)N2CCOCC2)cc1	5.6	5	nt	0	4	-18	-1	-10	2	-7
CCOCCCn1c(=N)c(S(=O)(=O)c2ccccc2)cc2c(=O)n3cc(C)ccc3nc21	i	-2	-0.2	-7	-7	-12	-2	31	3	10
OCCOCCn1c(CCNc2nc(-c3ccc(F)cc3)cs2)nc2cc(C(F)(F)F)ccc21	i	0	1.3	11	-9	-19	nt	nt	-5	0
COc1ccc(-c2cc(C(=O)N(C)Cc3ccc(F)cc3)c3ccccc3n2)cc1OC	i	-2	1.9	-4	-16	-13	4	22	-16	23
CC1=C(C(N)=O)C(c2ccc(F)cc2)n2nc(CCCO)nc2N1 (configuration not stated)	i	-10	-1.3	-2	-1	-3	2	1	-4	0
Cc1ccc(C)c(CSC2=NCCN2C(=O)Cc2ccc([N+](=O)[O-])cc2)c1	-0.2	-11	0.1	-12	-5	0	3	7	1	9
CCCc1nc(SCC(=O)Nc2ccc(S(=O)(=O)N(C)C)cc2)c2ccccc2n1	i	53*	nt	14	-9	-5	1	2	4	18
CCOC(=O)c1ccc(Nc2nc(N)c3cc(OC)c(OC)cc3n2)cc1	-0.2	nt	nt	nt	17	0	-1	-7	20	-24
CCOC(=O)C1=C(CC)Nc2ccccc2N=C1NC(=O)c1cccc(S(=O)(=O)N2CCCC2)c1	i	12	nt	0	-6	-26	-4	6	3	16
CCCCn1c(SCC(=O)N2CCN(c3ccccc3)CC2)nc2ccsc2c1=O	i	nt	nt	nt	-2	10	1	15	-6	5
Cc1ccccc1-c1cc(C(=O)NCc2cccc(C(F)(F)F)c2)n(CC2CC(c3cccnc3)=NO2)n1 (configuration not stated)	-0.4	-4	0.0	-3	-17	0	nt	nt	5	-10
Cc1ccc(S(=O)(=O)c2nc(NCCN(C)C)sc2Cl)cc1	-0.3	-4	1.0	-7	-2	-9	-4	43	6	-2
CC(NC(=O)CSC1=NCCS1)c1ccccc1 (configuration not stated)	i	12	nt	13	-8	-4	-2	-12	2	1
CC(=O)c1cccc(NC(=O)NCc2cccs2)c1	-2.9	1	nt	0	2	-10	-3	-11	-6	0
O=C(CN1CCOc2ccccc21)NC1CC1	-0.4	-3	0.5	8	4	-4	-2	nt	-9	2
CCOc1ccc(NC(=O)c2ccccc2-c2ccccc2C(=O)O)cc1	-0.2	4	-3.2	10	-7	-7	nt	nt	3	-3
CCCNS(=O)(=O)c1cc(CN2C(=O)c3cccnc3C2=O)ccc1OC	-0.9	-1	-0.4	-14	16	24	2	-28	1	-6
Cc1cc(C)c2c(N)c(C(=O)Nc3ccc([N+](=O)[O-])cc3)sc2n1	-0.3	3	3.0	-12	-11	0	-6	nt	-18	1
FC(F)(F)c1nc(SCc2ccc(Cl)cc2Cl)n[nH]1	-0.7	8	-1.8	3	1	-15	4	17	5	2
Cn1c(-c2ccc(F)cc2)cnc1SCC(=O)NNC(=O)Cc1ccccc1	0.2	4	2.0	6	-2	-4	2	19	-15	-12
O=C(O)c1cc(S(=O)(=O)N2CCCCC2)ccc1F	-0.2	-3	nt	-5	-4	14	0	23	4	7
O=C(C1CCCN(S(=O)(=O)c2ccc(F)cc2)C1)N(Cc1cccs1)C1CC1 (configuration not stated)	i	11	nt	4	2	-2	-6	-2	3	10
COc1ccc(/C=N/NC(=S)Nc2cc(S(=O)(=O)N3CCOCC3)ccc2N2CCOCC2)cc1O	-0.3	6	nt	-5	-1	nt	1	-4	2	14
O=C(O)c1ccc2c(c1)C(=O)N(CCc1c[nH]c3ccccc13)C2=O	-1.2	-5	0.9	-11	nt	-6	2	16	9	1
O=C(NC(=S)Nc1ccccc1N1CCN(C(=O)c2ccccc2)CC1)c1cccs1	-0.9	-7	1.1	-7	11	-1	-2	29	-1	1
Nc1nc(SCC(=O)Nc2ccc([N+](=O)[O-])cc2Br)n[nH]1	1.3	-27	nt	15	-1	5	-4	6	6	-4
OCCNCc1ccc(OC2CCCC2)cc1	-0.4	-1	nt	-23	-4	-2	-1	-4	2	3
O=S(=O)(c1cccs1)N1CCN(Cc2cccc(F)c2)CC1	-0.4	4	0.8	-3	-5	-21	1	8	-2	12

A different layout for 13 compounds above:
mol | Vc quorum ag | PrPC surface inh | TcdB GH inh | CCHF vOTU inh | Rv3671c inh | SSB-PriA inh | SARS 3CLpro inh | VHR inh abs | MazF activator | Yp Topo-I inh
CCOc1ccc(NC(=O)c2ccccc2-c2ccccc2C(=O)O)cc1 | -0.2 | 4 | -3.2 | 10 | -7 | -7 | nt | nt | 3 | -3
CCCNS(=O)(=O)c1cc(CN2C(=O)c3cccnc3C2=O)ccc1OC | -0.9 | -1 | -0.4 | -14 | 16 | 24 | 2 | -28 | 1 | -6
Cc1cc(C)c2c(N)c(C(=O)Nc3ccc([N+](=O)[O-])cc3)sc2n1 | -0.3 | 3 | 3.0 | -12 | -11 | 0 | -6 | nt | -18 | 1
FC(F)(F)c1nc(SCc2ccc(Cl)cc2Cl)n[nH]1 | -0.7 | 8 | -1.8 | 3 | 1 | -15 | 4 | 17 | 5 | 2
Cn1c(-c2ccc(F)cc2)cnc1SCC(=O)NNC(=O)Cc1ccccc1 | 0.2 | 4 | 2.0 | 6 | -2 | -4 | 2 | 19 | -15 | -12
O=C(O)c1cc(S(=O)(=O)N2CCCCC2)ccc1F | -0.2 | -3 | nt | -5 | -4 | 14 | 0 | 23 | 4 | 7
O=C(C1CCCN(S(=O)(=O)c2ccc(F)cc2)C1)N(Cc1cccs1)C1CC1 (configuration not stated) | i | 11 | nt | 4 | 2 | -2 | -6 | -2 | 3 | 10
COc1ccc(/C=N/NC(=S)Nc2cc(S(=O)(=O)N3CCOCC3)ccc2N2CCOCC2)cc1O | -0.3 | 6 | nt | -5 | -1 | nt | 1 | -4 | 2 | 14
O=C(O)c1ccc2c(c1)C(=O)N(CCc1c[nH]c3ccccc13)C2=O | -1.2 | -5 | 0.9 | -11 | nt | -6 | 2 | 16 | 9 | 1
O=C(NC(=S)Nc1ccccc1N1CCN(C(=O)c2ccccc2)CC1)c1cccs1 | -0.9 | -7 | 1.1 | -7 | 11 | -1 | -2 | 29 | -1 | 1
Nc1nc(SCC(=O)Nc2ccc([N+](=O)[O-])cc2Br)n[nH]1 | 1.3 | -27 | nt | 15 | -1 | 5 | -4 | 6 | 6 | -4
OCCNCc1ccc(OC2CCCC2)cc1 | -0.4 | -1 | nt | -23 | -4 | -2 | -1 | -4 | 2 | 3
O=S(=O)(c1cccs1)N1CCN(Cc2cccc(F)c2)CC1 | -0.4 | 4 | 0.8 | -3 | -5 | -21 | 1 | 8 | -2 | 12
